CAL PDZ FP-1: blocks peptide binding to human CAL PDZ domain; Q9HD26; purified CAL PDZ, TMR-peptide fluorescence polarization, 1 h; inhibition, % at 20 µM; 0.02% of 330,000 active; AID 504414;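 active = highest replicate inhibition of at least 40%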;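 note: plate controls were DMSO neutral control wells for no effect and unlabeled competitor peptide control wells for full effect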
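Material: tagged CAL PDZ domain; buffer or medium: 25 mM sodium phosphate pH 7.4, 150 mM NaCl, TCEP, IgG, Thesit; compound dosing: single point, 20 µM; schedule: 1 h incubation at room temperature before polarization reading; measured by: FP readout, S and P plane fluorescence; read-out basis: percent inhibition from loss of millipolarization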
CAL PDZ FP-2: CAL PDZ (human) peptide binding inhibition; Q9HD26; purified CAL PDZ, TMR-peptide fluorescence polarization, 1 h; inhibition, % at 24.9 µM; 0.92% of 300,000 active; AID 602252;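 active = mean inhibition of at least 30% with at least half of replicates also reaching 30%; inconclusive = no clear call, values can overlap the other calls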;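 note: 0% = DMSO neutral control and 100% = excess unlabeled competitor peptide PRC23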
SR-BI DiI-HDL act: SR-BI HDL lipid transfer activation; activation, % at 12.5 µM; AID 504775; 0.096% of 320,000 active; CHO ldlA[mSR-BI] cells, DiI-HDL uptake fluorescence, 3 h; 100 = double the neutral-control signal;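 active = mean replicate activation of at least 60% and every replicate at or above 60%; inconclusive = mean or all-replicate condition met, but not both; inactive = mean below 60% and not all replicates reaching 60%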;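 note: 0% = median plate neutral-control signal and 100% = twice that signal; values of inactives mirror those of a sister screen read the other way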
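Assay system: CHO ldlA[mSR-BI] cells, LDL receptor-null, SR-BI overexpressing; medium: Ham's F12 with 0.5% BSA, HEPES 25 mM, pH 7.4; also added: DiI-HDL 10 µg/mL; timing: 3 h uptake period with compound, 37 °C; signal: DiI fluorescence, bottom read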
Rtt109 HAT inh: inhibitors of Candida albicans Rtt109/Vps75 histone acetyltransferase; 0.16% of 330,000 active; Q5AAJ8; inhibition, % at 34.9 µM; purified Rtt109/Vps75, ThioGlo CoA-SH fluorescence, 4 h;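 active = inhibition of at least 50% in every replicate; inconclusive = best replicate reaches 50% inhibition but some replicates fall short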
MITF TRPM1 HTS: activators of MITF-driven TRPM1 promoter activity in SK-MEL-5 cells; activation, % at 12.5 µM; SK-MEL-5 TRPM1-promoter luciferase, 24 h; % of positive control, neutral wells = 0; 0.75% of 300,000 active;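 active = mean activation of at least 80% with every replicate also reaching 80%; inconclusive = mean reaches 80% but some replicate falls short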;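 note: 0% = neutral control wells and 100% = parthenolide positive control wells; values of inactives mirror those of a sister screen read the other way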
NSD2 inh: blocks human histone methyltransferase NSD2; inhibition, % at 12.5 µM; 0.54% of 310,000 active; O96028; NSD2 peptide methylation, AlphaScreen, 120 min; in the data active = inhibition above about 50%
Target sequence (O96028 whole entry, looked up): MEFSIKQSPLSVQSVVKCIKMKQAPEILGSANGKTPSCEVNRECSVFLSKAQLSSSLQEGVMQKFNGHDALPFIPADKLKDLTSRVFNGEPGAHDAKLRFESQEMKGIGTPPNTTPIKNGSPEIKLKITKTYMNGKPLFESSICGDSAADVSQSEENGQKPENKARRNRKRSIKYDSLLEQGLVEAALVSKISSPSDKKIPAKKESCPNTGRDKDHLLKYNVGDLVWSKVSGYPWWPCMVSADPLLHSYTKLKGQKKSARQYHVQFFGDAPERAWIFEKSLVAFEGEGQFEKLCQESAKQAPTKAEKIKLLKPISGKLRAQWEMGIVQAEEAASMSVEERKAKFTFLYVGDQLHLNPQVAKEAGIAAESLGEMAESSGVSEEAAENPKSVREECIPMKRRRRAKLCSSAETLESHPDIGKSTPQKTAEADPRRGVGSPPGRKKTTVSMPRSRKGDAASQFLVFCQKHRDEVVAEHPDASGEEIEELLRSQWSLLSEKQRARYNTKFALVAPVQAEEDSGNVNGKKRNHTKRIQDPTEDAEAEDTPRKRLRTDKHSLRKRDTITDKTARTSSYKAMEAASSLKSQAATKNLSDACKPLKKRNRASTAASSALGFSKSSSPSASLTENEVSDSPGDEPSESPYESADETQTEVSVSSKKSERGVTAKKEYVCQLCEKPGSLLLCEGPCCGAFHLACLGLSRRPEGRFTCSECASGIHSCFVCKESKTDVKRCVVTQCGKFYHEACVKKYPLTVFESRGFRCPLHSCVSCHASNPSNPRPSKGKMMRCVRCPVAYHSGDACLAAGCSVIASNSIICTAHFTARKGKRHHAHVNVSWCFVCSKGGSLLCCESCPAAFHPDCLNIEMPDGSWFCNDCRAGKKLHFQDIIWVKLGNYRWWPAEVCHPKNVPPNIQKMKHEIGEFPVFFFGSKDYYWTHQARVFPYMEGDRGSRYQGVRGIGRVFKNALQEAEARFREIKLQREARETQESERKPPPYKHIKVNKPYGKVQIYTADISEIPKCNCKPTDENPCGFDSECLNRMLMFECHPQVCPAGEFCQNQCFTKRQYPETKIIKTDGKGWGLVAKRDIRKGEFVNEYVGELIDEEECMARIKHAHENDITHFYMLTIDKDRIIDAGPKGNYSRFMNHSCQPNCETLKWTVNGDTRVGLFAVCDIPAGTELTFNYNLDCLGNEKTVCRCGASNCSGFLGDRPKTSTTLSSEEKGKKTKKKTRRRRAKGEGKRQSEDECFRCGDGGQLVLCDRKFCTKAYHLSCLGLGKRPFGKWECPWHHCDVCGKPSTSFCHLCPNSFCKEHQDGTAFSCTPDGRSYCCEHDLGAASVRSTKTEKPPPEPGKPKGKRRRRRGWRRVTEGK
dFosB act: mouse delta FosB homodimer activation; activation, % at 25 µM; purified delta FosB, TAMRA-CDK5 oligo fluorescence polarization; percent of positive-control signal above neutral wells; P13346; 0.99% of 340,000 active; AID 493131;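 active = mean activation above about 17%, with every replicate also reaching it, limit read from the data, passing the limit was not always enough; inconclusive = only one of the two conditions met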;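 note: fluorescence polarization rise as delta FosB binds a TAMRA Cdk5 AP-1 oligo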
SR-BI DiI inh: blocks mouse SR-BI lipid uptake from DiI-HDL. Q61009. ldlA[mSR-BI] CHO cells, DiI-HDL uptake fluorescence, 3 h. 0.96% of 320,000 active. inhibition, % at 12.5 µM;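 active = mean replicate inhibition of at least 70% and a set share of replicates each scoring 70 or more; inconclusive = meets just one of the two criteria; inactive = fails both criteria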;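 note: 0% = median of neutral control wells and 100% = median of positive control wells; values of inactives mirror those of a sister screen read the other way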
PfHsp90 set2: inhibits growth of yeast expressing Plasmodium falciparum Hsp90; inhibition, % at 9.4 µM; 0.32% of 310,000 active; S. cerevisiae expressing PfHsp90, BacTiter-Glo ATP, 48 h; yeast lacking PDR1 and PDR3 efflux regulators;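 active = every replicate shows inhibition above about 80%, whatever the replicate mean, limit read from the data; inconclusive = mean inhibition reaches the set limit but some replicate falls short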;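 note: 0% = DMSO neutral controls and 100% = 20 µM radicicol positive controls; yeast relying on Plasmodium falciparum Hsp90 in place of its own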
PvdQ inh: P. aeruginosa PvdQ acylase inhibition; purified PvdQ acylase, fluorescence plate reader; inhibition, % at 10 µM; 0.063% of 340,000 active; AID 488965; in the data active = inhibition above about 30%, passing the limit was not always enough; inconclusive = no clear call, values can overlap the other calls;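 note: 0% = vehicle neutral wells and 100% = reference inhibitor wells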
Starred values were filed as active, the others as inactive; ? = inconclusive; / = no result given.

Assay codes: A = CAL PDZ FP-1; B = CAL PDZ FP-2; C = SR-BI DiI-HDL act; D = Rtt109 HAT inh; E = MITF TRPM1 HTS; F = NSD2 inh; G = dFosB act; H = SR-BI DiI inh; I = PfHsp90 set2; J = PvdQ inh
COc1cc(C2C(C(=O)OCCC#N)=C(C)NC3=C2S(=O)(=O)c2ccccc23)cc(OC)c1OC (stereo unspecified)
  A: -3.3; B: 0; C: 7; D: 2; E: /; F: 1; G: -4; H: -7; I: -18; J: -6
NS(=O)(=O)c1ccc2c(c1)C(=NO)c1cc(S(N)(=O)=O)ccc1-2
  A: -4.0; B: -8; C: 11; D: -7; E: /; F: -2; G: -34; H: -11; I: -13; J: -20
O=C(CN(C(=O)c1csnn1)c1cccc2ccccc12)NCc1ccccc1
  A: -3.2; B: -5; C: -9; D: -10; E: -5; F: 96*; G: 0; H: 9; I: 0; J: 3
CCC(=O)NC(NC(=S)Nc1ccc(S(N)(=O)=O)cc1)C(Cl)(Cl)Cl (stereo unspecified)
  A: -1.4; B: -5; C: 13; D: 4; E: -2; F: -3; G: -3; H: -13; I: /; J: -5
O=C(CCCCCCC(=O)NCc1ccccc1)NCc1ccccc1
  A: -0.4; B: 4; C: -1; D: 0; E: /; F: -3; G: -5; H: 1; I: -32; J: -8
COc1cc(C2C3C(=O)N(Cc4ccccc4)C(=O)C3ON2c2ccccc2)cc(OC)c1O (stereo unspecified)
  A: -0.9; B: -4; C: 2; D: 9; E: 3; F: 2; G: -5; H: -2; I: -6; J: -6
C=CCSc1nc(C)c(CC(=O)OCC(C)C)c(=O)[nH]1
  A: -0.8; B: -3; C: 9; D: -1; E: -1; F: -7; G: 4; H: -9; I: 17; J: -18
CCN(CC)CCn1c2c(c(SCC(=O)Nc3ccc4c(c3)OCCO4)nc1=O)CCC2
  A: -2.2; B: 1; C: 27; D: -9; E: 1; F: 6; G: -18; H: -27; I: -24; J: -3
CC(=O)NC(C)C(=O)OCC(=O)c1ccc(-c2ccccc2)cc1 (stereo unspecified)
  A: -1.1; B: 7; C: -29; D: -7; E: 19; F: -1; G: -12; H: 29; I: -10; J: -5
C#CCN(CC=C)C(=O)c1cccc(OC2CCN(S(C)(=O)=O)CC2)c1
  A: 1.4; B: 5; C: -4; D: 17; E: 3; F: 0; G: -1; H: 4; I: -3; J: 4
O=C(COc1ccc(C(=O)NCCc2ccccc2)cc1)Nc1ccccc1
  A: -0.3; B: -5; C: 16; D: 9; E: 0; F: 0; G: 3; H: -16; I: 23; J: -13
CC1c2[nH]c3ccccc3c2C[C@H]2C(=O)N(CCCO)CC(=O)N12 (stereo partly specified)
  A: 0.4; B: -1; C: 15; D: -2; E: -3; F: -1; G: 0; H: -15; I: 12; J: -9
C=CCC[C@@H](Cc1ccc(F)cc1)C(=O)OC[C@@H](NC(=O)[C@H](CC=C)CC(=O)N(CCO)Cc1ccccc1)c1ccccc1
  A: -1.6; B: 1; C: -20; D: 0; E: -6; F: /; G: -3; H: 20; I: 11; J: -3
CCOC(=O)c1[nH]c(C)c(C(=O)OCc2ccccc2F)c1C
  A: -0.4; B: -5; C: -34; D: -11; E: -5; F: -6; G: -6; H: 34; I: -13; J: -16
COCCN(C(=O)C1CC(=O)N(Cc2ccc(C)cc2)C1)c1c(N)n(CC(C)C)c(=O)[nH]c1=O (stereo unspecified)
  A: 0.6; B: 9; C: 20; D: 3; E: -14; F: 0; G: -12; H: -20; I: -4; J: 0
CN(C)c1ccc(NC(=S)c2ccc3ccccc3n2)cc1
  A: -2.2; B: -1; C: -17; D: -4; E: 15; F: -3; G: -5; H: 17; I: 1; J: -12
COc1ccccc1NC(=O)c1ccc(NC(=O)Cc2n[nH]c(=O)c3ccccc23)cc1
  A: -0.5; B: 0; C: -57; D: -2; E: 1; F: /; G: 25*; H: 57; I: 20; J: -10
CCCn1c(SCC(=O)c2cc(C)c(C)cc2C)n[nH]c1=O
  A: -0.7; B: -3; C: -16; D: -1; E: 12; F: -1; G: -6; H: 16; I: 12; J: -5
COC(=O)c1sc(N)c(C(=O)OC)c1COC(=O)CCNS(=O)(=O)c1ccc(C)cc1
  A: -0.5; B: -6; C: -42; D: -8; E: 3; F: -1; G: -12; H: 42; I: -10; J: -2
CCOC(=O)[C@@H](C)N(Cc1ccc(OC)cc1)S(=O)(=O)N(Cc1ccccc1)[C@H](C(=O)OC)C(C)C
  A: 0.9; B: -5; C: 7; D: 5; E: -10; F: /; G: 7; H: -7; I: 2; J: -3
COc1cccc(NC(=O)COC(=O)c2ccccc2C(=O)N2CCN(c3ccccc3)CC2)c1
  A: 0.2; B: 2; C: -21; D: 7; E: -6; F: -2; G: -12; H: 21; I: -3; J: 3
COc1ccc(-c2c[n+]3c(n2-c2ccccc2)SCC3)cc1
  A: -1.0; B: /; C: -3; D: -7; E: /; F: 2; G: 0; H: 3; I: 5; J: -21
Cc1ccc(C(=O)NCCc2nnc3ccc(N4CCCC4)nn23)cc1
  A: -2.0; B: -1; C: 1; D: -19; E: -5; F: -2; G: 0; H: -1; I: -16; J: -9
Fc1ccccc1-c1nnc2ccc3ccccc3n12
  A: -21; B: -7; C: 6; D: 2; E: -12; F: -1; G: -2; H: -6; I: 8; J: -11
CCOC(=O)C1=C(O)C(=O)N(CCCn2ccnc2)C1c1ccc(C)cc1 (stereo unspecified)
  A: /; B: -3; C: 8; D: 3; E: -4; F: -4; G: 4; H: -8; I: 6; J: 1
CC1CCCC(NC(=S)Nc2ccc(SC(F)F)cc2)C1C (stereo unspecified)
  A: /; B: -4; C: -41; D: -2; E: 5; F: -1; G: 7; H: 41; I: 20; J: -9
Cc1ccc(C(C(=O)NC2CCCC2)N(Cc2cccs2)C(=O)c2csnn2)o1 (stereo unspecified)
  A: -1.7; B: -2; C: -6; D: 3; E: -6; F: 12; G: 0; H: 6; I: 8; J: -1
Nc1cc(Cl)ccc1N1CCCC1
  A: 0.3; B: -3; C: 0; D: 8; E: -1; F: 2; G: 8; H: 0; I: 3; J: -5
O=C(CSc1nnc(-c2ccco2)n1CC1CCCO1)c1ccc(F)cc1 (stereo unspecified)
  A: -1.7; B: -4; C: -15; D: 1; E: 4; F: 1; G: 0; H: 15; I: -19; J: -5
O=C(NC[C@@H]1CCCO1)c1cccc2c1C(=O)c1ccc(Cl)cc1S2(=O)=O
  A: 0.3; B: 3; C: 15; D: -4; E: 14; F: /; G: -3; H: -15; I: 9; J: -10
CC1CCC2C(C1)c1sc(=O)[nH]c1SC2(C)C (stereo unspecified)
  A: -0.8; B: 0; C: -19; D: 22; E: -6; F: 111*; G: -7; H: 19; I: -187; J: -12
CC1Cc2ccccc2N1C(=O)CN1C(=O)NC(C)(CCc2ccccc2)C1=O (stereo unspecified)
  A: -1.4; B: -1; C: 17; D: 6; E: 1; F: 1; G: -8; H: -17; I: 4; J: 4
Cc1ccc(C(=O)C(OC(=O)COc2ccccc2C)c2ccccc2)cc1 (stereo unspecified)
  A: 0.6; B: /; C: -3; D: -13; E: 4; F: 2; G: 2; H: 3; I: 1; J: 3
O=C(O)/C=C/C(=O)NC1CCCCCCCCCCC1
  A: -0.5; B: -6; C: 26; D: 6; E: 2; F: 0; G: -2; H: -26; I: 15; J: -9
CC(=O)NCc1ccc(S(=O)(=O)NC(C(=O)O)C(C)C)cc1 (stereo unspecified)
  A: -1.0; B: -6; C: 35; D: -2; E: -20; F: -3; G: -20; H: -35; I: -18; J: 0
CCn1c(=O)n(CC)c2cc(S(=O)(=O)Nc3cc(C)cc(C)c3C#N)ccc21
  A: -1.8; B: /; C: -5; D: 11; E: 20; F: -2; G: -3; H: 5; I: -23; J: 0
N/C(=N\OC(=O)CN1C(=O)c2ccccc2C1=O)c1ccc(Cl)cc1
  A: -3.9; B: 1; C: 16; D: 3; E: 2; F: -4; G: 0; H: -16; I: -8; J: -2
COC(=O)[C@H]1[C@H](CCc2ccccc2)NC(=O)N(Cc2ccccc2)[C@@H]1C
  A: -1.4; B: 5; C: -8; D: 2; E: -3; F: /; G: -18; H: 8; I: 16; J: -17
CCOC(=O)Nc1ccc2c(COC(=O)CNS(=O)(=O)c3ccc(NC(C)=O)cc3)cc(=O)oc2c1
  A: -2.9; B: -4; C: -42; D: -9; E: 8; F: -2; G: -1; H: 42; I: 4; J: -13
O=P(O)(c1ccc(Cl)cc1)c1ccc(Cl)cc1
  A: -1.1; B: -4; C: 26; D: -10; E: 1; F: -1; G: 1; H: -26; I: -11; J: -3
COc1ccc(S(=O)(=O)N(C(=O)c2ccco2)c2cc3sc(=O)oc3c3ccccc23)cc1
  A: -1.3; B: 2; C: 2; D: -4; E: -24; F: 9; G: -9; H: -2; I: -9; J: 14
O=C(N/N=C/c1ccc(O)cc1)c1cccc(N/N=C/c2ccc(O)cc2)c1
  A: -0.1; B: -2; C: /; D: 4; E: 1; F: 19; G: -7; H: /; I: -21; J: 6
COc1cc(C(=O)Nc2nnc(C)s2)c([N+](=O)[O-])cc1OC
  A: -0.4; B: -3; C: 12; D: -5; E: -9; F: -3; G: -2; H: -12; I: 10; J: -17
COc1ccc(C)c2sc(N(CCCN(C)C)C(=O)c3ccc(S(=O)(=O)N4CCc5ccccc5C4)cc3)nc12
  A: -0.1; B: 2; C: 16; D: ?; E: -96; F: 1; G: 70*; H: -16; I: 11; J: -8
CCOC(=O)C1=C(C)Nc2nc(=S)[nH]n2C1c1ccc(Cl)cc1 (stereo unspecified)
  A: -3.5; B: -4; C: -6; D: 12; E: 16; F: 7; G: -12; H: 6; I: -30; J: -10
O=C(CCC(=O)N(CC(=O)NC1CCCCC1)c1ccc(F)cc1)Nc1nccs1
  A: -2.0; B: 0; C: 37; D: -5; E: 9; F: 2; G: 1; H: -37; I: -13; J: -9
CC(C)Oc1ccc(CNC(=O)C2CCN(C(=O)N3CCOc4ccccc43)CC2)cc1
  A: 0.3; B: /; C: -34; D: 23; E: -1; F: /; G: -8; H: 34; I: 9; J: -2
COc1ccc(-n2c(SCC(N)=O)nnc2-c2ccc(NS(=O)(=O)c3ccc(C)cc3)cc2)cc1
  A: -0.9; B: -9; C: -14; D: 2; E: -20; F: 4; G: -19; H: 14; I: /; J: -19

Profiles from above. Order of values: CAL PDZ FP-1	CAL PDZ FP-2	SR-BI DiI-HDL act	Rtt109 HAT inh	MITF TRPM1 HTS	NSD2 inh	dFosB act	SR-BI DiI inh	PfHsp90 set2	PvdQ inh
`COc1ccc(C)c2sc(N(CCCN(C)C)C(=O)c3ccc(S(=O)(=O)N4CCc5ccccc5C4)cc3)nc12` is listed with -0.1	2	16	?	-96	1	70*	-16	11	-8
`O=C(N/N=C/c1ccc(O)cc1)c1cccc(N/N=C/c2ccc(O)cc2)c1` is listed with -0.1	-2	/	4	1	19	-7	/	-21	6

Compounds were not picked by outcome, and some 4.3% of all compounds hit somewhere here.
